Bioassay records (PubChem)
uPA generation: qHTS for Inhibitors of Cell Surface uPA Generation; Potency, µM (titrated, usually from 38.3 µM), inactives show top-dose activity change, negative = inhibition, usual class: inhibitors; hit rate 0.31% among 330,000; cell surface uPA generation assay, qHTS; AID 540303, 2011; active = well fitted inhibition curve with a large enough effect; inconclusive = small, poorly fitted or top-dose-only effect; inactive = no such curve, though single readings can be large or run the other way; tested in mouse RAW 264.7 cells; note: potency is the fitted concentration of half-maximal effect; % is set by controls: 0 for no effect and ±100 for the full control effect; nearly all actives have a fitted effect of over 55% in size
TCR act: Activators of T cell receptors: qHTS campaign; primary human leukocytes, anti-CD3, IL-2 HTRF, 48 h; Potency, µM (top dose mostly 9.22 µM), without a hit: top-dose activation of IL-2 secretion, actives largely listed as activators; 330,000 tested, under 10 active; note: % of control where 0% means no effect
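TCR engagement came from a-CD3 beads alone, with compounds added to primary human leukocytes for 48 hr. Secreted IL-2 bridged europium cryptate- and d2-labelled anti-IL-2 antibodies, giving FRET emission at 665nm after 320nm excitation.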
ELG1 DNA repair: qHTS screen for small molecules that inhibit ELG1-dependent DNA repair in human embryonic kidney (HEK293T) cells expressing luciferase-tagged ELG1 | HEK293T ELG1-luciferase reporter, luminescence, 16 h; DNA damage induced by 5-fluorouridine | Potency, µM (highest dose often 46.1 µM), without a hit: at the top dose activity change, negative = inhibition, usual class: inhibitors | hit rate 2.3% among 330,000 | AID 504467, 2011; note: potency is the fitted concentration of half-maximal effect; % is set by controls: 0 for no effect and ±100 for the full control effect; nearly all actives have a fitted effect of over 55% in size
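Quantitative HTS, concentration-response format. 2,000 cells/well co-treated with 5-fluorouridine and compound, 16 hr in 5% CO2 at 37 °C; ONE-Glo luminescence read after 30 min.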
Eya2 inh: qHTS Assay for Inhibitors of the Phosphatase Activity of Eya2. Protein phosphatase EYA2 (Homo sapiens), O00167. recombinant Eya2, OMFP fluorescence dephosphorylation (OMFP is methylfluorescein phosphate). Potency, µM (doses to about 76.9 µM), for the others: at the highest dose activity, negative = inhibition, most hits filed as inhibitors. hit rate 0.006% among 330,000. AID 488837, 2010; note: potency is the fitted concentration of half-maximal effect; % is set by controls: 0 for no effect and ±100 for the full control effect
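Eya2 (0.2 uM) preincubated 10 min at ambient with compound, then OMFP substrate added at 50 uM; 10 min reaction in 50 mM HEPES pH 7.5, 50 mM NaCl, 5 uM MgCl2, 0.05% BSA, 1 mM DTT. Fluorescence read at Ex 485/Em 525 nm.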
PTAP TSG101 blk: qHTS Assay for Iinhibitors of HIV-1 Budding by Blocking the Interaction of PTAP/TSG101. Tumor susceptibility gene 101 protein (Homo sapiens), Q99816. Fluorescence polarization, FITC-PTAP peptide / Tsg101 binding. Potency, µM (doses to about 115 µM), inactives show at the top dose activity change, negative = inhibition, actives largely listed as inhibitors. 340,000 tested, under 10 active; active = well fitted inhibition curve with a large enough effect in the main read-out, with a control signal flat, not every such curve was filed as active; inconclusive = small, poorly fitted or top-dose-only effect, or effect the other way, or a change in a side signal; inactive = no such curve, though single readings can be large or run the other way; note: potency is the fitted concentration of half-maximal effect; % of control where 0% means no effect
Target sequence (Q99816 whole entry, looked up): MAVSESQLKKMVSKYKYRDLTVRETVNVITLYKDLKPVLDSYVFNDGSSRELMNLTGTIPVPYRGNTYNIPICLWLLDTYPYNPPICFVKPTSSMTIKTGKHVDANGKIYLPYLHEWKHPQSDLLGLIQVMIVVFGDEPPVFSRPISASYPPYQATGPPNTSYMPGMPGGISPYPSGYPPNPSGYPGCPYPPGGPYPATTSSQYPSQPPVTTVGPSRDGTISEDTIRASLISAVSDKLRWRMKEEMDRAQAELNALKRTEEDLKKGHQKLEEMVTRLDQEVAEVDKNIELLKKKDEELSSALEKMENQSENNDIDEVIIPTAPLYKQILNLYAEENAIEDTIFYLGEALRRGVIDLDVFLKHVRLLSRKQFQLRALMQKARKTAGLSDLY
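Steps: Tsg101 binding domain dispensed (10 uM final), compounds pinned in DMSO, FITC-labeled PTAP-motif peptide added (50 nM final); after 20 min binding at room temperature, polarization measured.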
Tb PFK block: qHTS Assay to Find Inhibitors of T. brucei phosphofructokinase; T. brucei PFK, ADP-Glo luminescence; Potency, µM (top dose mostly 57.5 µM), without a hit: at the highest dose activity, negative = inhibition, actives largely listed as inhibitors; hit rate 0.17% among 330,000;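 note: potency is the fitted concentration of half-maximal effect; 0% = uninhibited 1x PFK enzyme wells and -100% = no-enzyme wells; nearly all actives have a fitted effect of over 60% in size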
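ADP-Glo luminescence quantified ADP after 45 min at room temperature, with 1.25 nM T. brucei PFK, 0.1 mM ATP and 0.5 mM fructose-6-phosphate in pH 8.0 TEA buffer. qHTS titrations up to 57 µM; curves classified by quality.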
USP2a block: qHTS Assay for Inhibitors of Ubiquitin-specific Protease USP2a Using CHOP2 as the Reporter | USP2 core, Ub-CHOP2 coupled fluorogenic reporter, 485/531 | Potency, µM (series often up to 38.3 µM), for the others: at the highest dose activity change, negative = inhibition, actives largely listed as inhibitors | hit rate 0.01% among 330,000;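 note: potency is the fitted concentration of half-maximal effect; plate controls were DMSO wells for no effect and full inhibition by NEM control for full effect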
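Deubiquitinase activity read as fluorescence (485/531 nm) after Ub-CHOP2 cleavage activates the enterokinase reporter on its substrate; USP2 core 10nM, Ub-CHOP2 and substrate 25nM each, 30min compound preincubation then 60min RT; data normalized to NEM, curves fitted.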
B2AR arrestin: qHTS assay of beta-arrestin-biased ligands of beta2-adrenergic receptor. Potency, µM (series often up to 46.1 µM), for the others: top-dose activation, usual class: activators. AID 492947, 2010. hit rate 0.02% among 330,000. beta-arrestin recruitment to beta2AR, cell-based reporter;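 note: potency is the fitted concentration of half-maximal effect; 0% = DMSO controls and full agonism = EC100 isoproterenol or metaproterenol; nearly all actives have a fitted effect of over 65% in size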
Target sequence (P07550 whole entry, looked up): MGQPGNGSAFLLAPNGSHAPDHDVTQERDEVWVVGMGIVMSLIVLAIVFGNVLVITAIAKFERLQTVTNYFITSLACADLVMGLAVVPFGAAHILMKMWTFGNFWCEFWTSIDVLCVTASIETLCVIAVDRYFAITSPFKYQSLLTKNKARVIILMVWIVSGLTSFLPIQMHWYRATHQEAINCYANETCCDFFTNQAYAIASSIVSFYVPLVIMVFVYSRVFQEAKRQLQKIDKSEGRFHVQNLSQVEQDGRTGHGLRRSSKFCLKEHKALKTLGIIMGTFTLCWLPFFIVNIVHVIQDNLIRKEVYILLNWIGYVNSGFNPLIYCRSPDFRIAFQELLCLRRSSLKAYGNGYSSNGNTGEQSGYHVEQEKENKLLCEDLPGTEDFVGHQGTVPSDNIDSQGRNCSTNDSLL
Chronic BCR inh: qHTS Assay to Find Inhibitors of Chronic Active B-Cell Receptor Signaling; AID 493014, 2011; Potency, µM (top dose mostly 46.1 µM), without a hit: at the top dose ratio change, negative = lower green/red ratio, actives largely listed as inhibitors; ABC-DLBCL IkBa-CBG/CBR reporter, luminescence ratio, 4 h; hit rate 0.05% among 340,000; active = well fitted inhibition curve with a large enough effect in the signal ratio, with a control signal flat, not every such curve was filed as active; inconclusive = small, poorly fitted or top-dose-only effect, or effect the other way, or a change in a side signal; the % refers to the signal ratio;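 note: potency is the fitted concentration of half-maximal effect; plate controls were basal doxycycline-induced cells for no effect and cells given 10 µM MG132 for full effect; MG132 reads +100%, hits lower the ratio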
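Cell line TMD8 (human ABC DLBCL), stably expressing tet-inducible CBG68-IkBa fusion and CBR; IMDM/0.5% FBS; cpd up to 46 uM; dox induction, 4 h, 37C/5% CO2; dual luminescence; green/red ratio; MG132 control.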
Mito fusion act: qHTS Assay for Small Molecule Inhibitors of Mitochondrial Division or Activators of Mitochondrial Fusion. hit rate 0.23% among 320,000. AID 485298, 2010. Potency, µM (titrated, usually from 46.1 µM), without a hit: at the top dose growth rescue (activation), actives largely listed as activators. S. cerevisiae fusion-defective mutant growth rescue, CellTiterGlo 48 h;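 note: potency is the fitted concentration of half-maximal effect; % of control where 0% means no effect; nearly all actives have a fitted effect of over 45% in size; temperature-sensitive fusion mutants such as fzo1-1 at 37 °C on non-fermentable ethanol glycerol medium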
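Growth-rescue viability read-out: after 48 h at the non-permissive 37C in glycerol/ethanol YPEG, yeast mitochondrial fusion mutants are measured by CellTiterGlo luminescence; compounds (23 nl pinned per well) restoring growth score as division inhibitors or fusion activators.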
TSHR antagonist: Antagonists of the Thyroid Stimulating Hormone Receptor: HTS campaign; Thyrotropin receptor (Homo sapiens), P16473; TSHR-expressing cells, TSH-stimulated cAMP HTRF, 2 h; stronger effect = lower value; activity change, negative = inhibition, % at 11.5 µM; hit rate 0.2% among 330,000;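 active = activity change below a set negative limit, meaning inhibition stronger than a set level, cut at about -70% in these data; inconclusive = activity change between two set negative limits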; note: % is set by controls: 0 for no effect and ±100 for the full control effect
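TSHR-expressing cells were treated with compounds, then stimulated with TSH at EC80 (4nM final) for 2 hours at 37 deg C. Cellular cAMP was measured by HTRF competition between lysate cAMP and cAMP-d2 for a cryptate-labelled anti-cAMP antibody.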
* = called active by the depositor; ? = inconclusive; nt = no result given; [ ] = remark or other dose. Unless noted, calls come from the whole dose curve; as a rule, active = well fitted curve in the direction sought with a large enough effect; inconclusive = small, poorly fitted or top-dose-only effect, or another doubt; inactive = no such curve, though single readings can be large; an effect the other way counts as inactive or inconclusive. Random draw from the library (roughly 3% active in at least one column).

canonical_smiles	uPA generation	TCR act	ELG1 DNA repair	Eya2 inh	PTAP TSG101 blk	Tb PFK block	USP2a block	B2AR arrestin	Chronic BCR inh	Mito fusion act	TSHR antagonist
COc1ccc2nc(NC(=O)CCc3ccc(OC)c(OC)c3)sc2c1	15%	2%	-5%	-7%	0%	-6%	-2%	0.2%	-26%	3%	-7
O=C(NCCCN1CCCC1=O)c1ccc(Cl)c(Cl)c1	-7%	4%	30%	1%	0%	-5%	-1%	-0.6%	1%	-5%	7
CCN1C(=O)c2cccc3c(NC(=O)c4ccc(OC)c(OC)c4)ccc1c23	8%	4%	?	-1%	0%	-4%	2%	-0.1%	?	-2%	-8
CCC1=C(OC(=O)N(CC)CC)N2C(=O)OC(=NCc3ccccc3)[C@]2(C)[C@H]2C1=CC[C@H]1C(=O)NC(=O)[C@H]12	11%	3%	15%	9%	-12%	-4%	-18%	-0.1%	0%	-1%	2
CCCC(=O)OCC(=O)Nc1ccc2c(c1)OCO2	-1%	nt	3%	-21%	-1%	3%	3%	-0.2%	1%	6%	1
COc1cc(NC(=O)c2cc3nc(C4CC4)cc(C(F)(F)F)n3n2)c(OC)cc1Cl	3%	-6%	15%	15%	-5%	0%	-2%	-0.3%	1%	1%	-1
CCN1CCSc2ccc(C(=O)NCc3ccc(OC(C)C)cc3)cc21	22%	2%	-12%	?	-1%	5%	-3%	0.3%	4%	-7%	12
COc1cccc(Cn2nnc(C(=O)Nc3cc(C)ccc3OC)c2N)c1	?	-4%	?	-23%	0%	2%	-2%	0.4%	?	0%	-8
Cc1cccc2cc(C#N)c(N3CCN(C)CC3)nc12	0%	3%	-1%	-2%	-6%	4%	0%	-0.5%	3%	1%	6
CCOC(=O)C1CCN(C(=O)CSc2nc3ncccc3[nH]2)CC1	22%	7%	3%	1%	-7%	-1%	-1%	0.4%	?	5%	-2
O=C(CN1CCN(Cc2ccc3c(c2)OCO3)CC1)Nc1ccc(N2CCOCC2)cc1	nt	-10%	-4%	8%	-3%	1%	2%	0.5%	-13%	-1%	5
CCOC(=O)c1cc2c(C)[nH]c(C)c2cc(C(=O)OCC)c1=O	-6%	nt	?	-2%	-6%	-1%	3%	0.0%	?	-6%	-13
CCc1ccc[n+](-c2[nH]c(=O)sc2/C=N/NC([S-])=Nc2ccccc2)c1	-2%	0%[46.1 µM]	10%	8%	?	-5%	?	-0.4%	14%	-1%	-6
O=C(COC(=O)CCc1c[nH]c2ccccc12)NC(c1ccccc1)c1ccccc1	1%	-9%[46.1 µM]	12%	-14%	-8%	-14%	1%	-1.1%	-13%	9%	9
Nc1ccccc1Sc1ccccc1[N+](=O)[O-]	-3%	11%[46.1 µM]	-7%	3%	-1%	-2%	1%	-0.1%	?	12%	6
CCOC(=O)N1CCN(c2ccc(S(=O)(=O)N3CCOCC3)cn2)CC1	-3%	-2%	12%	-23%	-1%	5%	3%	-0.1%	-2%	nt	-15
Cc1cc(NCCCn2ccnc2)n2nc(C)c(-c3ccccc3)c2n1	nt	-1%	?	7%	-5%	-1%	1%	0.3%	7%	0%	-6
CSc1ccccc1C(=O)N1CCCCC1	0%	-5%	3%	-10%	0%	2%	2%	-0.1%	-2%	-6%	11
N#C/C(C(=O)NCc1ccco1)=C1/SC=C(c2ccccc2)N1c1ccccc1	-3%	6%[46.1 µM]	9%	5%	-1%	0%	2%	-0.1%	1%	-18%	5
COc1cccc(-n2nnc3c(=O)n(CC(=O)Nc4cc(C)on4)cnc32)c1	-3%	2%	-2%	-6%	-3%	7%	3%	-0.3%	0%	0%	8
CC1CCC(NC(=O)COC(=O)c2cccnc2Cl)CC1 (configuration not stated)	20%	-3%	6%	14%	-1%	-1%	0%	-0.3%	-5%	-1%	3
COC(=O)c1cc(OC)c(OC)cc1NC(=O)CN1CCCCC1	nt	24%	-8%	7%	-6%	2%	0%	-0.4%	0%	2%	-4
COc1ccc2sc(-c3ccc(S(C)(=O)=O)cc3)c(C(=O)NCCCN3CCCC3=O)c2c1	0%	4%	16µM*	3%	2%	4%	1%	-0.8%	0%	nt	-14
Cc1cc(OCC(=O)O/N=C(\N)Cc2cccs2)ccc1Br	-2%	2%	26%	8%	-3%	-10%	3%	-0.5%	1%	0%	-5
COc1cccc(OCC(=O)Nc2ccccc2C(=O)Nc2ccc(C(=O)O)cc2)c1	3%	-31%	4%	6%	-8%	1%	0%	0.0%	-3%	7%	21

Entries of single compounds, quoted from the list. Screens in order: uPA generation | TCR act | ELG1 DNA repair | Eya2 inh | PTAP TSG101 blk | Tb PFK block | USP2a block | B2AR arrestin | Chronic BCR inh | Mito fusion act | TSHR antagonist
`CSc1ccccc1C(=O)N1CCCCC1` as listed: 0% | -5% | 3% | -10% | 0% | 2% | 2% | -0.1% | -2% | -6% | 11
`CCc1ccc[n+](-c2[nH]c(=O)sc2/C=N/NC([S-])=Nc2ccccc2)c1` as listed: -2% | 0%[46.1 µM] | 10% | 8% | ? | -5% | ? | -0.4% | 14% | -1% | -6

Next section:
canonical_smiles	uPA generation	TCR act	ELG1 DNA repair	Eya2 inh	PTAP TSG101 blk	Tb PFK block	USP2a block	B2AR arrestin	Chronic BCR inh	Mito fusion act	TSHR antagonist
COc1ccc2nc(SCC(=O)Nc3nonc3C)[nH]c2c1	2%	3%	-14%	12%	-2%	1%	3%	-1.7%	2%	-4%	-9
CC1CCN(CCCn2c(SCC(=O)Nc3ccccc3Cl)nc3ccccc3c2=O)CC1	-2%	-2%	?	-29%	1%	-1%	-4%	0.1%	?	5%	3
CCOc1cc(/C=N/NC(=O)COc2cccc(C)c2)ccc1OC(=O)c1cccs1	-16%	-9%	-29%	9%	-1%	-1%	-8%	0.4%	?	-6%	-7
Cc1ccc(S(=O)(=O)/N=C/c2c(O)ccc3ccccc23)cc1	-28%	-5%	13%	8%	1%	-12%	3%	-0.5%	-24%	-1%	-2
COc1ccc(NC(=O)COC(=O)CCc2ccc(S(=O)(=O)N3CCOCC3)cc2)cc1OC	2%	nt	?	-21%	-1%	-1%	-2%	-1.0%	0%	nt	-9
Cc1ccc(-c2nnn(CC(=O)N(CC3CCCO3)C(C(=O)NC(C)(C)C)c3ccc(F)cc3)n2)o1 (configuration not stated)	7%	-1%[46.1 µM]	-17%	1%	-7%	-1%	2%	-1.0%	0%	-2%	2
Cc1ccc(OC(=O)COc2ccccc2C)cc1	5%	3%	4%	-8%	-5%	2%	3%	0.5%	4%	-6%	-8
CCn1c(COc2ccc(=O)n(-c3ccccc3)n2)nnc1SCc1ccc(C)cc1	5%	-9%	4%	-11%	-9%	2%	-1%	0.2%	?	4%	?
Cc1cc(C)nc(N2CCCC(C(=O)Nc3nc4ccc(S(C)(=O)=O)cc4s3)C2)n1 (configuration not stated)	nt	0%	16µM*	-20%	-5%	0%	2%	0.1%	-13%	19%	27
Cc1cc(Br)ccc1NC(=O)CNC(=O)CSc1ncccn1	-1%	3%	2%	-8%	-7%	-12%	2%	0.1%	3%	-2%	18
CN(C)CCN(C(=O)/C=C/c1cccs1)c1nc2ccc(Br)cc2s1	-15%	4%	?	9%	-3%	5%	3%	2.5%	1%	-28%	2
COc1ccc(CCN=C(NS(=O)(=O)c2ccc(Cl)cc2)c2ccccc2)cc1	0%	3%	-26%	-12%	0%	-5%	-1%	0.3%	?	8%	-12
